# LEDGF integ inh: blockers of LEDGF/p75-dependent integrase strand transfer – biochemical, TR-FRET, high throughput, primary screen; HIV-1 integrase (with human LEDGF/p75); TR-FRET IN-LEDGF/p75 DNA integration, Eu/Cy5; inhibition, % at 3.7 µM; 370,000 tested, 0.64% active; AID 743269, 2014;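 active means inhibition above the screen-wide mean plus 3 SD, cut at about 13% in these data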;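 further: signal is the Cy5 over europium emission ratio at 671 and 618 nm; 0% = plate median of compound wells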
# NR1D1 modulator: modulators of Rev-erb alpha DNA binding, primary screen, biochemical, FITC-DNA, fluorescence polarization, uHTS; Nuclear receptor subfamily 1 group D member 1 (Homo sapiens), P20393; Rev-erbα–FITC-DNA binding, 90 min; activity, % at 10 µM; 370,000 tested, 0.79% active;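 active means activity above about 14%, limit read from the data; passing the limit was not always enough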;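 further: 0% = DMSO wells with 35 nM protein and 100% = DMSO wells with 750 nM protein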
# PRMT1 inh: PRMT1 methyltransferase inhibitors, primary screen, biochemical, fluorescence polarization; Protein arginine N-methyltransferase 1 (Homo sapiens), Q99873; AID 652257, 2013; inhibition, % at 2.79 µM; recombinant PRMT1, activity-based probe fluorescence polarization; 370,000 tested, 1.3% active;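 active means inhibition above about 21% made by adding two undisclosed values, limit read from the data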
# HTRA1 inh: HTRA1 serine protease inhibitors, primary screen, biochemical, fluorescence polarization, HTS; recombinant HTRA1, FP-rhodamine activity-based probe; inhibition, % at 5.96 µM; 340,000 tested, 0.5% active; in the data active means inhibition above about 36%;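 further: 0% = enzyme with DMSO and 100% = wells lacking enzyme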
# TCR CD3 inh: inhibitors of human TCR-CD3 interaction, primary screen, biochemical, fluorescence, TAMRA-labeled TCR probe; 360,000 tested, 0.37% active; inhibition, % at 9.4 µM; T-cell receptor (TCR); in the data active means inhibition above about 19%;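 further: recombinant mutant TCR 2C K166C tagged with TAMRA read by polarization; 0% = receptor in buffer alone and 100% = receptor with positive control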
# PG9 binder: binders of HIV-1 gp120 antibody PG9, primary screen, biochemical, TR-FRET | inhibition, % at 6.7 µM | TR-FRET gp120-PG9 antibody binding | 360,000 tested, 0.43% active | HIV-1 gp120 / PG9 antibody interaction; in the data active means inhibition above about 8.5%
# rCAG binder: binders of r(CAG) RNA repeats, primary screen, biochemical, fluorescence; r(CAG) RNA repeat, TO-PRO-1 dye displacement fluorescence; inhibition, % at 3 µM; 370,000 tested, 1.3% active; AID 651821, 2012;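 active means inhibition above the plate cutoff, the mean of all test compounds on that plate plus 3 SD, cut at about 35% in these data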;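 further: 0% = DMSO alone and 100% = 100 µM mitoxantrone as full dye displacement; higher means more dye released from RNA so lower well fluorescence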
# UHRF1 MBD2 ctr: UHRF1 methylated DNA binding inhibitors, primary screen, counter-screen for MBD2 inhibitor project, biochemical, TR-FRET, human UHRF1, single concentration; inhibition, % at 4.4 µM; 370,000 tested, 0.75% active; E3 ubiquitin-protein ligase UHRF1 (Homo sapiens), Q96T88; UHRF1 binding to methylated oligo; AID 687016, 2013; in the data active means inhibition above about 21%;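 further: UHRF1 SRA domain binding a hemimethylated CpG hairpin DNA probe; 0% = median of test compound wells and 100% = reference inhibitor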
# Target sequence (Q96T88 whole entry, looked up, the tested form may be a part): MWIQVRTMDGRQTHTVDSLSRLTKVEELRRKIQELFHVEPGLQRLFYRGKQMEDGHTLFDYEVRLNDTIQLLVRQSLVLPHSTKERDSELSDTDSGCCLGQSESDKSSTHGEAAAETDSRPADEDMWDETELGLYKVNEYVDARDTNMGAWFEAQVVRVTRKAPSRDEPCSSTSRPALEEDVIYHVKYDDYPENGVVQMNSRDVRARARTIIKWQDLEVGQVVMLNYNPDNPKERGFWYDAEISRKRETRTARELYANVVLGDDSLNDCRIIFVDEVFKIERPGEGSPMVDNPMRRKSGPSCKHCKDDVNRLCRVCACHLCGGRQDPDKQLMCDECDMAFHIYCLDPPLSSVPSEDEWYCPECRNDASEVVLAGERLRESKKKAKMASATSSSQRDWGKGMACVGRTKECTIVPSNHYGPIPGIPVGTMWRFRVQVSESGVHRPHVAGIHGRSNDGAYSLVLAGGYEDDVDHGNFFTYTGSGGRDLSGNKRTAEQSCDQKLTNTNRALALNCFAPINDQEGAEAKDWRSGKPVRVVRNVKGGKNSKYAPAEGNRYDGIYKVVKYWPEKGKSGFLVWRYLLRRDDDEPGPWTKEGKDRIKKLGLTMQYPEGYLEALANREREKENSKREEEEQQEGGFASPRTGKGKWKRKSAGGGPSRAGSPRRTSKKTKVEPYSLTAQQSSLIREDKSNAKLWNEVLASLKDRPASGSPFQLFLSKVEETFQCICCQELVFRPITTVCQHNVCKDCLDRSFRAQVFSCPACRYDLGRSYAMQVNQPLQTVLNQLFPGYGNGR
# MBD2 inh: inhibitors of MBD2 binding to methylated DNA, primary screen, biochemical, TR-FRET, DNA-binding domain, human. MBD2 binding to methylated oligonucleotide. inhibition, % at 4.4 µM. 370,000 tested, 0.31% active. AID 686964, 2013; in the data active means inhibition above about 13%
# mABHD4 FP: ABHD4 inhibitors, primary screen, biochemical, fluorescence polarization, mouse; purified mABHD4, FP-Rh probe fluorescence polarization; inhibition, % at 8.92 µM; 370,000 tested, 0.54% active; AID 720543, 2013;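 active means inhibition exceeding the mean over every tested compound plus 3 SD, cut at about 30% in these data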;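 further: 0% = plate median of compound wells and 100% = S159A mutant with DMSO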
# Target sequence (Q8VD66 whole entry, looked up): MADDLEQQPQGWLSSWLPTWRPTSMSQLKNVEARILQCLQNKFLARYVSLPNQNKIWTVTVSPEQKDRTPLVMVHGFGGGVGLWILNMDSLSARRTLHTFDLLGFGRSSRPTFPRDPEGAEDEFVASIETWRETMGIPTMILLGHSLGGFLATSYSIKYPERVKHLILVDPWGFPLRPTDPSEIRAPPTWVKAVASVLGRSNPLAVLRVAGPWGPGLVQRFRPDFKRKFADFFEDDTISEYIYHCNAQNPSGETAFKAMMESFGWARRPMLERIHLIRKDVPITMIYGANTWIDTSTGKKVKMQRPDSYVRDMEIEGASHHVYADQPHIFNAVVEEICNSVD
#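 Material: mouse ABHD4 enzyme, wild type; Benchmarks: S159A mutant high control, sample median low control; Buffer or medium: HEPES pH 7.0, NaCl, Pluronic buffer; Signal: fluorescence polarization; Read-out: percent inhibition of probe binding, normalized to plate controls; Timing: pre-incubation 45 min, probe exposure 60 min, at 25 °C; Dosing: 8.92 µM, single dose.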
# * marks the source's active call; other numbers are inactive results; x = no result given.
# Value order – PG9 binder	NR1D1 modulator	LEDGF integ inh	MBD2 inh	mABHD4 FP	PRMT1 inh	TCR CD3 inh	HTRA1 inh	UHRF1 MBD2 ctr	rCAG binder
1. CCOC(=O)c1c(NC(=O)c2ccc(S(=O)(=O)N3CCOCC3)cc2)sc2c1CCN(C)C2
    2.5	-4	0	15*	6	-4	-3	9	17	-5
2. Cc1ccc(S(=O)(=O)/N=C(/Nc2ccc(F)cc2F)c2ccccc2)cc1
    -2.5	-2	2	3	-9	0	2	2	-2	-1
3. COC(=O)Cc1c(C)c2cc(Cl)c(OC(=O)c3ccco3)cc2oc1=O
    1.5	-2	0	-5	3	0	3	-2	-4	0
4. O=C(CSc1ccsc1[N+](=O)[O-])NCCc1ccccc1
    -0.3	3	-1	1	8	4	1	-8	-1	3
5. CCCCNc1nnc(SCC(=O)N2CCN(S(=O)(=O)c3ccc4ccccc4c3)CC2)s1
    -1.1	-2	-3	1	-12	1	0	-18	0	11
6. CC(=O)c1sc(-c2ccccc2)cc1N
    2.1	7	-1	-3	-5	-1	-1	x	0	4
7. COc1ccc(Cc2nc3ccc(C(=O)NCc4cccc(C)n4)cc3o2)cc1OC
    -0.1	-2	-1	1	0	-3	1	-1	1	1
8. O=C1CCC(/C=C/c2ccccc2)=NN1Cc1ccccc1Cl
    1.2	0	-1	3	-14	-2	5	-45	-1	-5
9. NC(=O)C1CC(=O)N(c2ccc(OCc3ccc(Cl)cc3Cl)cc2)C1 (stereo not drawn)
    -1.4	1	0	0	0	0	-1	4	-2	-3
10. COc1ccc(OCCNC(=O)c2ccc3nc(C)c(N(C)Cc4ccc(NC(C)=O)cc4)n3c2)cc1
    -0.8	-1	3	1	-3	-8	-6	x	0	1
11. Cc1nc2nc(COc3ccccc3)nn2c(C)c1Cl
    -0.2	1	1	4	4	0	1	-2	1	-2
12. CCCCCCCCCCC[C@@H](C[C@@H]1OC(=O)[C@H]1CCCCCC)OC(=O)[C@H](CC(C)C)NC=O
    -0.1	1	1	-6	16	-1	4	0	-1	5
13. N#CC1=C(N)C(C#N)(C#N)C(c2cccnc2)C2COCC=C12 (stereo not drawn)
    -0.1	0	-2	-10	3	2	4	11	-6	-2
14. Cc1cccc(N2CCN(C(=O)n3ccnc3)CC2)c1C
    -0.3	-2	0	2	17	-1	-1	-4	1	-4
15. COC(=O)c1cc(C(=O)OCC(=O)NC2CCS(=O)(=O)C2)cc([N+](=O)[O-])c1 (stereo not drawn)
    -0.9	-2	6	7	3	6	-11	-2	5	0
16. COc1ccc(C2c3ccc(O)cc3Oc3ncn(CCCO)c(=N)c32)cc1OC (stereo not drawn)
    -3.5	3	1	-1	-1	-1	9	-5	1	7
17. CCn1c(SC)nnc1-c1ccc(S(=O)(=O)N2CCCCC2)cc1
    -2.2	-2	6	-6	2	0	1	3	1	-1
18. O=P(OC1CCCCC1)(OC1CCCCC1)C(Nc1ccccc1)c1cccnc1 (stereo not drawn)
    -1.4	0	1	-4	3	-10	0	-3	0	-8
19. CCNS(=O)(=O)c1ccc(NS(=O)(=O)c2cc(C)ccc2C)cc1
    1.6	-9	3	1	-9	1	-11	1	5	7
20. CCC(=O)N1CCN=C1SCc1c(F)cccc1Cl
    -1.0	0	-1	-4	0	-3	0	-1	-5	-3
21. CCc1c2ccccc2nn1-c1ccccc1C(=O)C(C)=O
    0.1	1	6	1	3	-2	-8	14	3	-3
22. COc1ccc(-c2csc(NC(=O)COc3ccc(N(C)S(=O)(=O)c4ccc(C)cc4)cc3)n2)cc1
    0.5	-4	1	-5	-38	-1	6	-28	-1	15
23. CCOC(=O)c1cnc2c(Cl)c(Cl)ccc2c1N1CCN(C)CC1
    1.0	3	-5	0	-6	-1	5	-18	6	-9
24. COc1ccc(CC(=O)N/N=C(\C)CC(=O)Nc2ccc(N(C)C)cc2)cc1
    -4.4	0	2	-7	3	-6	-5	0	-7	6
25. Cc1cccc(N=C/C(C(=O)C(F)(F)F)=C(\O)c2ccco2)c1
    -0.5	-5	1	-5	-1	0	4	-4	-5	-15
26. COc1ccc(NC(=O)CSCC(=O)Nc2cccc3ncccc23)cc1
    -1.4	-2	-2	-5	2	1	8	4	-1	-4
27. NC(=O)c1ccc(F)cc1
    -1.1	-2	1	-4	0	-2	1	13	1	-1
28. Cc1cccc(NC(=O)CCN2CC(C)CC(C)C2)c1 (stereo not drawn)
    -0.7	6	1	5	0	-3	7	2	2	-3
29. COc1cc(N)ccc1NC(=O)c1cc2ccccc2o1
    -3.3	-6	0	-2	4	3	-9	-2	-6	4
30. COc1ccc(C(=O)NCc2ccncc2)cc1OC
    -1.2	2	1	2	-1	0	11	2	-1	1
31. NS(=O)(=O)c1ccc(NC(=O)NC2CCCCC2)cc1
    -0.9	8	0	6	1	-2	2	-3	15	-1
32. O=C(C1=C(O)C(=O)N(Cc2ccco2)C1c1cccs1)c1cccs1 (stereo not drawn)
    2.8	22	1	2	8	2	9	2	4	5
33. COc1ccc(C(=O)NNC(=O)Cn2nc(C)cc2C)cc1S(=O)(=O)N1CCOCC1
    -0.4	-5	-1	-4	-2	-3	-3	3	0	2
34. CCCCn1c(O)c(N=NC(=O)Cn2c(C(F)(F)F)nc3ccccc32)c2ccccc21
    -1.2	-1	0	4	-9	-3	2	-2	-3	1
35. CSc1nnc2c3c4c(sc3nc(-n3nc(C)cc3C)n12)COC(C)(C)C4
    -0.8	2	-1	7	-1	-3	-13	-3	-1	-2
36. Cc1ccc(NC(=O)CN(C)C(=O)CSc2n[nH]c(N)n2)cc1
    -0.3	-3	10	5	-6	0	-6	1	20	4
37. Cc1ccc(-c2cnc(C(O)c3cccc(C)c3C)[nH]2)cc1 (stereo not drawn)
    0.0	2	3	2	-6	1	0	x	3	2
38. COc1ccc(OCC(NS(=O)(=O)c2ccc(-n3cnnn3)cc2)C(C)C)cc1 (stereo not drawn)
    -0.6	8	0	4	-8	2	-2	-9	5	2
39. COc1ccc(CNC(=O)CCc2ccc(S(=O)(=O)N3CCCCCC3)cc2)cc1
    0.4	6	1	-7	4	6	7	-5	0	-1
40. OCc1c(Cl)nc2ccccn12
    -1.7	8	9	-5	4	3	3	3	2	1
41. CCOc1ccccc1N1CCN(Cc2ccco2)CC1
    0.5	1	-4	4	12	0	-7	-6	0	-5
42. COc1cccc(NC(=O)C2CCN(S(=O)(=O)c3ccc4c(c3)N(C(C)=O)CCO4)CC2)c1
    0.2	-8	3	-6	1	0	4	3	2	1
43. COc1cc(C=C2C(=O)OC(C)(C)OC2=O)cc(Cl)c1OCC(=O)Nc1ccccc1
    -4.2	5	9	3	-14	-2	5	-23	-2	29
44. O=C(Nc1ccccc1-c1nnc(SCc2ccccc2Cl)o1)c1ccccc1
    -0.6	-2	4	3	-6	-3	-4	-1	7	2
45. O=C(Cn1nnc2ccccc21)N/N=C\c1cccs1
    -2.3	2	-2	1	2	3	-5	2	-2	0
46. O=C(CSc1cn[nH]n1)Nc1ccc(Cl)cc1Cl
    -0.3	-5	3	0	-8	5	-1	-6	4	-2
47. CCCc1nc2oc(C(=O)OCC)c(N)c2c2c1COC(C)(C)C2
    2.4	-1	-2	0	0	-3	-2	-2	-2	-2
48. O=C(CCc1ccccc1)Nc1ccccc1OC(=O)c1ccccc1
    -1.3	-5	3	5	-1	-5	3	10	0	0
49. Cc1c(C(=O)NCc2ccc3c(c2)OCCO3)sc(=O)n1Cc1ccc(S(=O)(=O)N(C)C)cc1
    -0.8	-6	4	1	2	-1	6	x	0	4
50. COc1ccccc1C(=O)NNC(=O)c1ccc(O)cc1
    0.2	-7	1	1	-1	-1	-8	4	1	0
51. C=CCC(COCc1ccccc1)NS(=O)(=O)c1ccccc1Br (stereo not drawn)
    -1.4	-7	0	-2	-4	-3	3	-16	-2	-5
52. COc1ccc(CCNc2cc(-c3ccccc3)nc3ncnn23)cc1
    1.0	-3	0	-3	-3	2	0	-6	0	-2
53. Cc1ccc(-n2nc3c(c2NC(=O)c2ccco2)CS(=O)(=O)C3)cc1
    -1.8	10	-1	2	-5	6	6	7	7	6
54. O=C(N/N=C/c1cccnc1)c1ccccc1Cl
    -0.5	3	4	-3	0	2	8	-3	-2	-1
55. O=C(O)c1cc(S(=O)(=O)NCCOc2ccccc2)ccc1Cl
    0.8	8	2	2	8	6	-1	6	-1	1
56. CCN(C[C@H]1N[C@@](C)(C(=O)OC)[C@H]2C(=O)N(Cc3ccccc3)C(=O)[C@@H]12)C(=O)Nc1ccc(C)cc1
    0.5	-3	0	8	-9	8	-3	5	5	-2
57. Cc1[nH]c(-c2ccco2)nc1C(=O)O
    0.4	3	-5	5	14	10	-8	8	5	-1
58. CCc1ccc(-c2cc(C)no2)cc1S(=O)(=O)N1CCN(c2cc(C)ccc2C)CC1
    2.5	3	0	-6	-5	0	1	-24	2	13
59. N#CCCN(C(=O)COC(=O)C12CC3CC(CC(O)(C3)C1)C2)c1ccc(F)cc1
    0.0	-7	1	3	-2	-4	2	3	1	-2
60. CC1CN(CCC(=O)Nc2ccccc2F)CC(C)O1 (stereo not drawn)
    -2.0	6	5	1	3	-4	-1	2	-2	0

# Retrieved by compound from the entries so far, two records:
# Value order – PG9 binder	NR1D1 modulator	LEDGF integ inh	MBD2 inh	mABHD4 FP	PRMT1 inh	TCR CD3 inh	HTRA1 inh	UHRF1 MBD2 ctr	rCAG binder
37. Cc1ccc(-c2cnc(C(O)c3cccc(C)c3C)[nH]2)cc1 (stereo not drawn)
    0.0	2	3	2	-6	1	0	x	3	2
52. COc1ccc(CCNc2cc(-c3ccccc3)nc3ncnn23)cc1
    1.0	-3	0	-3	-3	2	0	-6	0	-2

# (listing goes on)
# Value order – PG9 binder	NR1D1 modulator	LEDGF integ inh	MBD2 inh	mABHD4 FP	PRMT1 inh	TCR CD3 inh	HTRA1 inh	UHRF1 MBD2 ctr	rCAG binder
61. Cc1cc(NC(=O)CSc2nnc3ccccn23)no1
    -1.2	-4	2	2	-5	-6	5	5	3	-2
62. C1=C(c2cccc3ccccc23)N2CCN=C2S1
    -0.3	x	2	-2	4	2	7	11	-1	1
63. CC(=O)NCCC(=O)Nc1nc2c(ccc3ccccc32)s1
    -1.7	3	4	-5	-4	-6	-7	-2	-3	4
64. Cc1ccccc1NC(=O)c1cccc(S(=O)(=O)Oc2ccc([N+](=O)[O-])cc2)c1
    0.8	-5	-4	2	-6	0	2	-16	-3	2
65. CCCCCCCCN1C(=O)[C@@H](CC(=O)NCCCCc2ccccc2)C[C@@]2(C(=O)OC)C1=C[C@H](C1CCCC1)O[C@@H]2C
    0.3	0	0	0	-7	2	0	x	0	1
66. CCCN(CCC)C(=O)CC(c1ccccc1)c1ccco1 (stereo not drawn)
    -0.7	-3	1	3	4	0	9	-6	-2	-1
67. Cc1ccccc1N1CCN(C2CCCN(C(=O)CN3CCCC3=O)C2)CC1 (stereo not drawn)
    -1.8	2	0	3	-3	-1	3	2	1	-10

# Assay outcomes from PubChem.

# These rows are one share of the data; count on the stated rates, not on these rows.
